TEAD-YAP inh: TEAD-YAP interaction inhibition. HEK-TIYL cells, TEAD-Gal4/YAP UAS-luciferase luminescence. inhibition, % at 9.12 µM. AID 1259422. 1.4% of 640,000 active; in the data active = inhibition above about 32%;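 also: 0% = median of test compound wells and 100% = reference inhibitor wells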
MITF inh: inhibitors of human MITF | AlphaScreen MITF homodimerization, bead proximity signal | AID 1259374 | inhibition, % at 2.6 µM | 0.91% of 650,000 active; in the data active = inhibition above about 50%;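 also: 0% = vehicle wells with protein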
Target sequence (O75030 whole entry, looked up): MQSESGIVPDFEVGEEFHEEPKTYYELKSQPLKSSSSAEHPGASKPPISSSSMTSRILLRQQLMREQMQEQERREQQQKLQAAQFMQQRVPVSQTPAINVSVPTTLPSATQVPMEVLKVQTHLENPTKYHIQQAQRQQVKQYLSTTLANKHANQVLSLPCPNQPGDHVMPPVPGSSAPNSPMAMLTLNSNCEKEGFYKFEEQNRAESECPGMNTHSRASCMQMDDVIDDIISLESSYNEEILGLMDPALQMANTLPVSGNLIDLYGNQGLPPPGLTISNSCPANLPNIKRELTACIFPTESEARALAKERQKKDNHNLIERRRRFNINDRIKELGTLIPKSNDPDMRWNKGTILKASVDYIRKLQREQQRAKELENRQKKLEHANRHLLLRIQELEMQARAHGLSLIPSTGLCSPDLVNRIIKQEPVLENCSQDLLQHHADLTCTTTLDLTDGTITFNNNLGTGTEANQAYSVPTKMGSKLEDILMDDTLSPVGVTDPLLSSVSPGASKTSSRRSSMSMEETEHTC
FBW7 activator: human FBW7 E3 ligase activation, primary screen; Q969H0; AlphaScreen FBW7–phospho-cyclin E peptide binding, activator screen; normalized activity (activation), % at 26.1 µM; 0.13% of 650,000 active; in the data active = normalized activity above about 1.9%;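 also: purified mutant Fbw7 with reduced substrate affinity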
GPR151 activ: human GPR151 activation | PathHunter beta-arrestin GPR151 cells, luminescence | activation, % at 11.2 µM | 1% of 650,000 active | AID 1508602; in the data active = activation above about 4.9%;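 also: 0% = median of compound wells and 100% = cells with positive control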
Target sequence (Q8TDV0 whole entry, looked up): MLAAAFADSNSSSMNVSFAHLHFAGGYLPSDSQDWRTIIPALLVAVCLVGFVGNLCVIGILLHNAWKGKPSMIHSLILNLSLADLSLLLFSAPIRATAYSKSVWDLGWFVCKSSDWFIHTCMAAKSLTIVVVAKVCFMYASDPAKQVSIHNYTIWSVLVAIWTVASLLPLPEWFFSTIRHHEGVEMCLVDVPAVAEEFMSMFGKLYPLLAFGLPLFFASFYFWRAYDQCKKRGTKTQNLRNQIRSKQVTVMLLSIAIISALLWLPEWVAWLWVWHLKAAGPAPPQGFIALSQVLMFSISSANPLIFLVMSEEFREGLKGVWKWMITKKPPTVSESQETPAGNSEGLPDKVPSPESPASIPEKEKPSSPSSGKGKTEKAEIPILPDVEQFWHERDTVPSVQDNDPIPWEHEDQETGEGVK
* marks the source's active call; other numbers are inactive results; . = no result given.

Below each SMILES – MITF inh	TEAD-YAP inh	FBW7 activator	GPR151 activ
1: CCOc1ccc(C(=O)NCCn2ccc3ccccc32)cc1OCC
    0	-6	0.1	0.6
2: CC(C)(C)c1ccc(CN(N=Nc2nonc2N)c2nonc2N)cc1
    -4	-24	0.1	1.4
3: CCOC(=O)N1CCN(C(=O)CN(c2ccc3c(c2)OCO3)S(C)(=O)=O)CC1
    3	-2	0.0	-0.1
4: CC(C)=CCCC1(C)OC(=O)N(CCC#N)C1(C)O (stereo not drawn)
    3	6	0.3	0.1
5: O=C(CN1CCC(Cn2cnc3ccccc32)CC1)N1CCc2ccccc21
    81*	35*	-0.4	0.4
6: CC(C)(C)c1ccc(CSc2nc3ccsc3c(=O)n2NC(=O)c2ccccc2)cc1
    2	11	0.8	0.7
7: Cc1cccc(N2CC(O)Cn3c2nc2c3c(=O)n(C)c(=O)n2C)c1 (stereo not drawn)
    9	1	0.1	0.1
8: C=CCNC(=S)N1CCNC(=O)C1CC(=O)Nc1cc(Cl)ccc1OC (stereo not drawn)
    -4	-1	0.0	0.8
9: COc1ccc([C@@H]2C[C@H](C(=O)NC3CCCC3)N(C)S(=O)(=O)N2)cc1
    9	7	0.1	1.5
10: COc1ccc(/C=N\Nc2nc3ccccc3o2)cc1O
    3	31	-0.1	-5.2
11: Cc1cccc(NS(=O)(=O)c2ccc3c(c2)CCC(=O)N3)c1
    -13	5	0.0	-0.7
12: CCCNC(=O)Cn1c2c(c(-c3ccccc3Cl)cc1=O)CCC2
    -8	6	-0.1	0.7
13: COc1ccc(C(=O)Nc2ccccc2C#N)cc1Cl
    0	-62	0.1	1.2
14: Clc1ccc2nc(-c3ccccc3)cn2c1
    12	77*	0.2	-9.3
15: CC1CCN(c2c(NCC3CCC(C(=O)NCCC4=CCCCC4)CC3)c(=O)c2=O)CC1 (stereo not drawn)
    9	7	0.6	0.6
16: O=C(CCCN1C(=O)c2cccnc2C1=O)Nc1ccc(OC(F)(F)F)cc1
    -4	4	0.1	-0.7
17: CC(C(=O)Nc1ccccc1Oc1ccccc1)N1C(=O)c2ccccc2C1=O (stereo not drawn)
    -14	-8	-0.1	-0.1
18: Cc1ccc(NC(=S)N(CCN(C)C)Cc2cccs2)cc1C
    0	-9	-0.2	0.5
19: CC(C)CNC(=O)c1cc(Cc2ccc(F)cc2)no1
    -5	-36	-0.1	0.3
20: CN(C)CCNC(=O)c1cc2c(-c3ccc(Cl)cc3)nn(C)c2s1
    11	68*	0.8	-1.3
21: COC(=O)C1=CN(Cc2ccc(OC)cc2)C=C(C(=O)OC)C1c1ccc(SC)cc1
    -19	-12	0.5	0.2
22: CC1=C(C(=O)Nc2ccccc2)C(CC(C)C)n2ncc(C(=O)Nc3ccccc3)c2N1 (stereo not drawn)
    9	4	1.4	1.5
23: O=C1c2ccccc2C(=O)N1CCCc1nc2ccccc2c(=O)n1CCCn1ccnc1
    -11	-5	0.4	-0.6
24: Nc1ccn(C2OC(CO)C(O)C2O)c(=O)n1 (stereo not drawn)
    0	-8	-0.1	-1.0
25: CCN(CC)C(=O)CN1CCC(O)(c2cccnc2)CC1
    -11	-4	-0.2	0.7
26: COc1ccc(C(C)=O)cc1N1C(=O)C=CC1=O
    -5	-5	0.1	-0.5
27: CC(C)CNc1ncc(-c2ccc(C#N)cc2)n2ccnc12
    0	-4	-0.1	1.5
28: COc1ccc(C(CC(=O)NCCc2ccccc2)NS(=O)(=O)c2ccc(OC)cc2)cc1 (stereo not drawn)
    27	-1	0.5	1.6
29: CC1(C)CC(CC#N)(c2ccccc2)CCO1 (stereo not drawn)
    12	5	1.1	1.2
30: Cc1cnc(-c2ccc3c(ccn3C)c2)nc1N
    -1	12	0.0	-0.3

Part of the list above, limited to MITF inh:
no.	mol	MITF inh
20	CN(C)CCNC(=O)c1cc2c(-c3ccc(Cl)cc3)nn(C)c2s1	11
21	COC(=O)C1=CN(Cc2ccc(OC)cc2)C=C(C(=O)OC)C1c1ccc(SC)cc1	-19
22	CC1=C(C(=O)Nc2ccccc2)C(CC(C)C)n2ncc(C(=O)Nc3ccccc3)c2N1 (stereo not drawn)	9
23	O=C1c2ccccc2C(=O)N1CCCc1nc2ccccc2c(=O)n1CCCn1ccnc1	-11
24	Nc1ccn(C2OC(CO)C(O)C2O)c(=O)n1 (stereo not drawn)	0
25	CCN(CC)C(=O)CN1CCC(O)(c2cccnc2)CC1	-11

3 entries from above, with each value named:
14) Clc1ccc2nc(-c3ccccc3)cn2c1
- MITF inh: 12
- TEAD-YAP inh: 77*
- FBW7 activator: 0.2
- GPR151 activ: -9.3
23) O=C1c2ccccc2C(=O)N1CCCc1nc2ccccc2c(=O)n1CCCn1ccnc1
- MITF inh: -11
- TEAD-YAP inh: -5
- FBW7 activator: 0.4
- GPR151 activ: -0.6
28) COc1ccc(C(CC(=O)NCCc2ccccc2)NS(=O)(=O)c2ccc(OC)cc2)cc1 (stereo not drawn)
- MITF inh: 27
- TEAD-YAP inh: -1
- FBW7 activator: 0.5
- GPR151 activ: 1.6

(cont.)
Below each SMILES – MITF inh	TEAD-YAP inh	FBW7 activator	GPR151 activ
31: COc1cccc(C(=O)Nc2sc(C(=O)Nc3ccccc3OC)c(C)c2C#N)c1
    6	17	1.2	-1.1
32: Cc1ccc(N/C(=C/C(=O)c2ccccc2)C(=O)O)cc1Br
    -5	-59	0.0	-1.2
33: CCC(=O)Nc1c(Cl)nc(C)c(Cl)c1C
    15	0	0.0	1.2
34: Cc1cccc2cc(CN(CCO)C(=O)Nc3ccccc3F)c(=O)[nH]c12
    5	-4	-0.1	-0.1
35: O=C(c1cc(COc2c(F)cccc2F)on1)N1CCC(c2ccncc2)CC1
    12	22	0.1	0.3
36: O=C(O)CCCNC(=O)/C(=C\c1ccc2c(c1)OCO2)NC(=O)c1ccccc1
    19	-2	0.5	-0.7
37: Cc1c(C(=O)Nc2ccc(Oc3ccccc3)cc2)sc2ncnc(N3CCCCC3C)c12 (stereo not drawn)
    2	7	0.0	0.0
38: COC1CCC(C(=O)Nn2c(C3CCC3)nc3ccccc3c2=O)CC1 (stereo not drawn)
    15	2	0.2	-0.5
39: COc1ccc(CCNC(=O)CCCCCn2nnc3ccccc3c2=O)cc1OC
    47	16	0.2	0.8
40: Cc1ccc(CN2CCC(Oc3ccc(C(=O)N4CCCCC4)cc3)CC2)s1
    14	5	0.4	-0.5
41: COC(=O)C1=C(C)N(CCc2ccc(OC)c(OC)c2)C(=O)/C1=C\c1cc(OC)c(OC)c(OC)c1
    -6	-15	0.2	1.3
42: O=C(CC1SC(=O)NC1=O)Nc1ccccc1 (stereo not drawn)
    7	0	-0.1	-0.7
43: Cc1ccc(NC(=O)c2cccc(NC3=NC4CS(=O)(=O)CC4S3)c2)cc1C (stereo not drawn)
    0	8	0.6	0.3
44: O=[N+]([O-])c1cc(NC2OC(CO)C(O)C(O)C2O)ccc1Cl (stereo not drawn)
    -2	-15	0.3	1.9
45: O=C(O)CSc1c(NC(=O)c2ccccc2)sc2c1CCCC2
    3	-8	-0.3	0.1
46: Cn1c(C(=O)NCCc2ccc(S(N)(=O)=O)cc2)cc2sccc21
    8	-3	0.3	-1.1
47: CCn1nnc2c(=O)n(Cc3ccccc3Cl)cnc21
    5	-4	0.1	4.3
48: Cc1[nH]c2ccccc2c1SCC(=O)N1CCC(C)CC1
    -8	2	0.1	-1.8
49: Ic1ccc(Nc2nc3nonc3n3nnnc23)cc1
    9	-5	0.5	-0.3
50: COc1ccc2oc(=O)c(-c3csc(Nc4ccc(Oc5ccc6ccccc6c5Cl)c(Cl)c4)n3)cc2c1
    6	3	-0.2	2.3
51: O=C(NCc1nnc(SCC(=O)N2N=C(c3cccs3)CC2c2ccc(F)cc2)n1CCc1ccccc1)c1cccc(F)c1 (stereo not drawn)
    4	-7	0.5	-0.2
52: CC(=O)C1=C(C)NC(=O)NC1c1ccc(OCC(N)=O)cc1 (stereo not drawn)
    3	7	0.0	2.3
53: CC(C)CNC(=O)NC(=O)COC(=O)c1ccc(C(=O)C(=O)c2ccccc2)cc1
    3	-4	-0.1	-4.5
54: COc1cc(OC)c(/C=N/NC(=O)C(C)Nc2ccccc2OC)cc1Br (stereo not drawn)
    -4	4	0.0	1.6
55: O=C(NCc1cccnc1)c1cc2cc(C3(O)CCN(Cc4ccccc4)CC3)ccc2o1
    6	6	0.0	-1.6
56: O=C(ON1C(=O)c2ccccc2C1=O)c1ccccc1[N+](=O)[O-]
    15	6	0.5	0.7
57: C[n+]1ccccc1/C=C/c1ccc([N+](=O)[O-])cc1
    2	-11	-0.1	6.6*
58: O=C(Cc1ccccc1)Nc1nnc(Cc2cccc(Br)c2)s1
    18	6	0.0	-1.6
59: COCCn1cc(C(=O)NCc2ccccn2)c2c3ccccc3n(C)c2c1=O
    0	-1	0.0	0.8
60: O=C(CN1CCC(n2nnc3cc(F)ccc32)CC1)Nc1ccccc1C(F)(F)F
    -8	-1	0.2	1.6

The list goes on:
Below each SMILES – MITF inh	TEAD-YAP inh	FBW7 activator	GPR151 activ
61: CC(C)NC(=O)c1c(NC(=O)c2cccs2)sc2c1CCCC2
    23	-6	0.2	0.2
62: CCOC(=O)C1=C(c2ccccc2)Nc2ncnn2C1c1ccc(C#N)cc1 (stereo not drawn)
    -3	5	-0.1	0.8
63: CNS(=O)(=O)c1cc(O)c2c(S(=O)(=O)NC)cc(S(=O)(=O)NC)cc2c1
    11	-3	0.8	1.0
64: CC(c1n[nH]c(=S)n1-c1ccc(F)cc1)N(C)C (stereo not drawn)
    5	2	0.2	0.5
65: Cc1ccccc1OCc1nnc2n1CC(C)S2 (stereo not drawn)
    -7	-6	-0.1	-1.6
66: Cc1noc(C)c1C(=O)N1CCc2nnc(Cc3ccccc3)n2CC1
    6	6	-0.2	0.9
67: COc1ccc2c(c1)SC(C)C(=O)N2Cc1ccc(NC(C)=O)cc1 (stereo not drawn)
    16	11	0.4	2.7
68: COc1cc(CN2CCN(CC3CC4C=CC3C4)CC2)cc(OC)c1O (stereo not drawn)
    66*	-8	0.0	-0.9
69: CN1c2ccccc2N(C)C1c1cccc(O)c1
    5	2	0.0	0.0
70: CCCOC(=O)C1=C(C)N(C)C(=O)NC1c1ccccc1I (stereo not drawn)
    2	4	0.0	1.6
71: CC1(C(=O)NNC(=O)/C=C\c2ccccc2)CC1(Br)Br (stereo not drawn)
    -13	14	-0.1	0.1
72: COC(=O)Cn1cc(CN2CCc3nc(C)[nH]c(=O)c3C2)c2ccccc21
    5	8	0.2	0.0
73: Cc1ccc(C(=O)NCC(=O)OCCOc2ccccc2)s1
    1	2	-0.1	-0.7
74: OCC(O)COc1cccc2ccccc12 (stereo not drawn)
    19	.	0.3	1.6
75: CCSc1nnc(NC(=O)c2cccc3ccccc23)s1
    3	-2	-0.1	-1.9
76: COC(=O)c1ccc(NC(=O)CCCC(=O)OCC(=O)c2ccc(C)c([N+](=O)[O-])c2)cc1
    -1	6	-0.2	2.7
77: O=C(CSc1nnc(-c2ccc(O)cc2)o1)Nc1ccc(F)cc1
    -1	-51	0.3	0.7
78: C=CCN1C(=O)/C(=C\c2ccc(CC)cc2)C(=O)NC1=S
    -1	-5	-0.1	0.0
79: CCCCSc1nc2sc3c(c2c(=O)n1CC1CCCCC1)CCc1ccccc1-3
    25	1	0.2	0.4
80: CCc1ccccc1N(CC(=O)NCC1CCCO1)C(=O)CCC(=O)Nc1cc(C)on1 (stereo not drawn)
    6	4	0.1	-0.1
81: CC1=C(C(=O)N2CCOCC2)C(c2ccc(C(F)(F)F)cc2)C2=C(CCCC2=O)N1 (stereo not drawn)
    0	3	-0.3	-0.2
82: COc1ccc(Br)cc1C(=O)Nc1c[nH]c(=O)[nH]c1=O
    4	0	0.8	-0.4
83: Cc1ccc(NC(=O)CSC2=C(C#N)C(c3ccccc3C(F)(F)F)C3=C(CCCC3=O)N2)c(C)c1 (stereo not drawn)
    16	26	0.8	-1.3
84: CCC(C)C(=O)Nc1nnc(SCC(=O)NCc2ccccc2)s1 (stereo not drawn)
    4	-5	0.1	-0.1
85: Cc1ccc(OCC(=O)Nc2ccc3oc(-c4ccc(-c5ccccc5)cc4)nc3c2)cc1C
    2	-4	-0.1	-1.4
86: Cc1nn2c(C(F)(F)F)cc(-c3ccc(Cl)cc3)nc2c1C(=O)O
    -6	3	-0.1	-0.8
87: Cn1c(=O)c2c(nc(NCC(O)CO)n2Cc2ccc(Cl)cc2)n(C)c1=O (stereo not drawn)
    8	-1	-0.4	-0.3
88: CC(C)C(C(=O)Nc1ccc(Cl)cc1)N1C(=O)c2ccccc2C1=O (stereo not drawn)
    -11	11	-0.1	0.6
89: O=c1oc(-c2ccco2)nc2ccc(Br)cc12
    3	-2	0.0	-4.3
90: Cc1ccc(C(=O)Nc2c(C(=O)Nc3cccc(C)c3)cnn2-c2ccccc2)cc1
    18	0	0.5	0.0

Reprinted from the part before: 2 entries; new compounds follow.
Below each SMILES – MITF inh	TEAD-YAP inh	FBW7 activator	GPR151 activ
89: O=c1oc(-c2ccco2)nc2ccc(Br)cc12
    3	-2	0.0	-4.3
90: Cc1ccc(C(=O)Nc2c(C(=O)Nc3cccc(C)c3)cnn2-c2ccccc2)cc1
    18	0	0.5	0.0
91: CCc1ccc(NC(=O)c2ccc(F)c(S(=O)(=O)NCc3ccccc3OC)c2)cc1
    10	-15	0.2	-3.7
92: CN1CCN(c2nc3ccc(NC(=O)c4cccs4)cc3s2)CC1
    -5	-76	0.0	-0.1
93: O=C(CSc1ccccn1)Nc1ccccc1F
    -3	-4	0.0	-1.9
94: CS(=O)(=O)N1CCc2cc([N+](=O)[O-])ccc21
    -1	3	0.0	-0.8
95: O=[N+]([O-])c1ccc(OCCCCCCN2CCOCC2)cc1
    -4	7	0.0	-0.6
96: O=C(O)[C@@H]1CCCN1S(=O)(=O)c1ccc(Br)s1 (tested in a mixture with another compound)
    7	-1	0.2	-1.0
97: CC(C)NC(=O)COc1ccc(S(=O)(=O)NC(C)C)cc1
    3	15	0.0	0.8
98: Cn1cc([N+](=O)[O-])c(C(=O)Nc2nc3ccccc3n2CCN2CCCCC2)n1
    21	8	-0.1	-0.7
